# LEDGF integ inh – blocks HIV-1 LEDGF/p75-dependent DNA integration; TR-FRET IN-LEDGF/p75 DNA integration, Eu/Cy5; inhibition, % at 3.7 µM; 370,000 compounds, 0.64% hits; AID 743269;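 active = inhibition above the screen-wide mean plus 3 SD, cut at about 13% in these data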;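 also: signal is the Cy5 over europium emission ratio at 671 and 618 nm; 0% = plate median of compound wells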
# ASAP1 GAP inh – blocks human ASAP1-stimulated Arf1 GTP hydrolysis | Q9ULH1 | inhibition, % at 16.5 µM | 360,000 compounds, 0.19% hits | GDP FP detection; in the data active = inhibition above about 25%;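 also: 0% = vehicle with enzyme and substrate and 100% = no enzyme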
# ADAM10 inh – ADAM10 inhibition, QFRET primary screen. recombinant ADAM10, EDANS/DABCYL FRET peptide cleavage, 3 h. inhibition, % at 7 µM. 370,000 compounds, 0.62% hits. O14672;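 active = inhibition above a per-campaign cutoff equal to the mean of compounds falling between control-based bounds plus 3 SD, cut at about 20% in these data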;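 also: 0% = DMSO wells while the 100% control is not disclosed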
# Tn7 DDE FP – DD(E)-Tn7 binding inhibition, primary FP screen | FP displacement of FITC-Tn7 peptide from fibrin DD(E); 0% = median of compound wells per plate | 370,000 compounds, 0.13% hits | inhibition, % at 8.3 µM;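 active = inhibition above the mean of compounds falling within the control limits plus 3 SD of them, cut at about 14% in these data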;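 also: 0% = plate median of compound wells and 100% = 10 µM Aha-Tn7 peptide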
# Target sequence (P02675 whole entry, looked up): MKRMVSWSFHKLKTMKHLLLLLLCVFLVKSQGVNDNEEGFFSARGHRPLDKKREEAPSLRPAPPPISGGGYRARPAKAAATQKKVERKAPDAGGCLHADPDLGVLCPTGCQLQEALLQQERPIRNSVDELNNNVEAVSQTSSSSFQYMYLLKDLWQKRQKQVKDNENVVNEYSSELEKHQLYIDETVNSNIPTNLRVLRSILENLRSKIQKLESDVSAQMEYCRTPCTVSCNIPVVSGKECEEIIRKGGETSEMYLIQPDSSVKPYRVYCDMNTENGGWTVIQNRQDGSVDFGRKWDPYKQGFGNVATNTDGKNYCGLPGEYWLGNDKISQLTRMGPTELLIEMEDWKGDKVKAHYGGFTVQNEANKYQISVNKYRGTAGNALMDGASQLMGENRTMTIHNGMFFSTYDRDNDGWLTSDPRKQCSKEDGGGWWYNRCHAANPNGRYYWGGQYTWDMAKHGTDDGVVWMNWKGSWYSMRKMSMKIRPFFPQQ
#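 Assay system: Fibrin-DD(E) protein isolated from polymerized human fibrin clots; read-out basis: percent inhibition; medium: Tris/NaCl/CaCl2 buffer, pH 7.8; signal: FP measurement; incubation: 10 min plus 3 h, room temperature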
# proKLK7 act – proKLK7 (human) activation, primary screen; P49862; purified proKLK7, EDANS-DABCYL substrate fluorescence; 100% is mature enzyme control, 0% vehicle; activation, % at 7 µM; 370,000 compounds, 0.9% hits; AID 652039;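 active = activation above the mean of all tested compounds plus 3 SD, computed per campaign excluding outliers beyond control limits, cut at about 13% in these data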
# Target sequence (P49862 whole entry, looked up): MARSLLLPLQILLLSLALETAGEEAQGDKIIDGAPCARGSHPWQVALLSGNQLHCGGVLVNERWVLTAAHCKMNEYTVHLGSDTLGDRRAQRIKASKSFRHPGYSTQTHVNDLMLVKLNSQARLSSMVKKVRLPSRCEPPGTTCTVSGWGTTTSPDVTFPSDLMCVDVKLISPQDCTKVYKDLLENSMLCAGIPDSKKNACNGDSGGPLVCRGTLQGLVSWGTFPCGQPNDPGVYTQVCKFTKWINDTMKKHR
# ADAM17 inh – inhibitors of human ADAM17; inhibition, % at 6.95 µM; recombinant ADAM17, EDANS/DABCYL FRET peptide cleavage; P78536; AID 720648; 370,000 compounds, 0.83% hits;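 active = inhibition above the mean of compounds lying between control limits plus 3 SD, set per campaign, cut at about 8.5% in these data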;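 also: 0% = DMSO-only wells as the low control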
# ARFGAP1 inhibitor – rat ARFGAP1 inhibition; Arfgap1-stimulated ARF1 GTP hydrolysis, GDP FP detection; inhibition, % at 16.5 µM; 360,000 compounds, 0.26% hits; AID 651572;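 active = inhibition above a per-plate limit, mean inhibition of low control wells plus 3 SD, cut at about 25% in these data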;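 also: 0% = DMSO wells with enzyme and 100% = wells lacking Arfgap1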
# Target sequence (Q62848 1-136 limits assumed): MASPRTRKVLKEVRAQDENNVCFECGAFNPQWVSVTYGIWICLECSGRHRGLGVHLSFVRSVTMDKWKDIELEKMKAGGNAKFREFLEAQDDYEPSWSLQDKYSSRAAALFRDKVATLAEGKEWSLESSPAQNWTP
#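 Repeats: one replicate per compound; assay system: rat Arfgap1 catalytic domain, aa 1-136; times: enzyme reaction 120 min at 25 °C after 20 min preincubation; detection: FP of antibody-bound GDP Alexa 633 tracer, ex 620/em 688 nm; benchmarks: high control wells lacking Arfgap1, low control full reaction with DMSO; reagent: human ARF1(Δ1-17)-GTP substrate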
# PLC-gamma1 inh – blocks human PLC-gamma1 enzyme activity; purified PLC-gamma1, fluorogenic substrate, fluorescence; inhibition, % at 12.2 µM; P19174; 370,000 compounds, 0.84% hits; in the data active = inhibition above about 9.5%
# TDP2 absorb – blocks human TDP2 phosphodiesterase activity; O95551; recombinant TDP2, T5PNP hydrolysis, p-nitrophenol absorbance 415 nm; inhibition, % at 12.8 µM; 370,000 compounds, 0.34% hits;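 active = inhibition above the mean of all tested compounds plus 3 SD, set per campaign, cut at about 25% in these data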;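 also: 0% = DMSO with enzyme and 100% = buffer with substrate but no TDP2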
#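 Read-out basis: percent inhibition. System: recombinant human TDP2. Buffer or medium: Mg2+-containing Tris-HCl buffer, pH 7.5. Repeats: single replicate. Timing: reaction 2 h, 37 °C. Benchmarks: high control without enzyme, low control DMSO plus TDP2. Probe or stimulus: 5 mM T5PNP. Doses: 12.8 µM only. Measured by: epi absorbance of p-nitrophenol freed from T5PNP by hydrolysis.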
# DDE Tn6 FP inh – disrupts Tn6 cyclic peptide binding to fibrin D-Dimer-E complex; Fibrin DD(E) TRITC-Tn6 fluorescence polarization displacement; inhibition, % at 8.3 µM; 370,000 compounds, 0.21% hits; AID 720509;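 active = inhibition above a per-campaign cutoff: mean of compounds within control limits plus 3 SD, cut at about 15% in these data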;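 also: 0% = median of all compound wells on the plate and 100% = blocking peptide control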
# Active calls of the source: *; . = no result given; & = joins results of further samples.
SMILES,LEDGF integ inh,ASAP1 GAP inh,ADAM10 inh,Tn7 DDE FP,proKLK7 act,ADAM17 inh,ARFGAP1 inhibitor,PLC-gamma1 inh,TDP2 absorb,DDE Tn6 FP inh
CCC(C)(C)n1nnnc1C(c1cccnc1)N1CCCC(C)C1 (stereo not drawn),0,7,-1,6,0.1,0,7,0,-7,-4
O=S(=O)(c1cccs1)N1CCCc2ccccc21,2,0,8,1,-0.3,1,-1,4,0,7
COc1ccc(CCN(C)C(=O)C(CCSC)NC(=O)c2ccco2)cc1OC (stereo not drawn),1,-2,-9,3,-0.2,-2,-19,-4,-2,7
CC(C)COC(=O)COc1cc(Cl)c(Cl)cc1Cl,0,-6,-14,2,-0.1,-1,13,1,-10,-6
CCOc1ccc(Nc2nc(N(C)c3ccccc3)nc(N)c2[N+](=O)[O-])cc1,-3,2,3,5,0.0,-3,-13,1,14,7
Cc1nc2ccccc2n1CCOc1ccccc1,-3,-5,1,4,0.5,-4,3,-2,-1,8
CCOC(=O)CCSc1nc(C)c2cc(OC)ccc2n1,1,-8,-458,-5,0.5,-144,4,-24,-12,-4
Cc1nn(-c2ccccc2)c2sc(C(=O)n3cccn3)cc12,0,1,-12,4,-1.7,-5,5,-24,1,-2
C[C@H](CCC(=O)O)[C@H]1CC[C@H]2[C@@H]3CC[C@@H]4C[C@H](O)CC[C@]4(C)[C@H]3C[C@H](O)[C@]12C,-3&0&5&1,16&-7&4&-13,-2&0&-4&-1,3&-2&-5&3,-0.2&-0.2&-0.5&-0.8,-1&2&3&-5,4&-8&-4&-3,5&5&4&-3,-2&6&-7&1,-11&-3&3&-3
O=C(Nc1cccnc1Cl)c1cc(-c2ccc(F)cc2)on1,-1,-13,-8,-2,-0.4,-2,11,-1,9,2
Cc1cccc(NC(=O)CCCC(=O)OC(C)C(=O)c2ccccc2)c1 (stereo not drawn),5,-2,8,-3,0.5,1,6,-3,8,-6
C[C@@H]1CN([C@H](C)CO)C(=O)c2cc(Br)cnc2O[C@H]1CN(C)C(=O)Nc1ccccc1F,2,2,-9,1,0.1,-5,-17,-1,-1,6
CCNC(=O)C1(C)CCN(C(=O)c2ccc(N(C)C)cc2)C1 (stereo not drawn),0,-12,-9,3,-0.1,-2,10,-4,7,3
Cc1ccc(NC(=O)c2c(C(F)(F)F)nn(C)c2SCc2ccc(Cl)cc2)cc1C,3,5,17,-3,-0.2,7,1,5,-18,-12
O=c1oc(-c2ccc(Cl)c(Cl)c2)nn1-c1ccc(C(F)(F)F)cn1,1,14,-3,1,0.7,-3,-7,0,8,5
CC(Sc1n[nH]c(-c2ccccc2F)n1)C(=O)Nc1ccc(S(N)(=O)=O)cc1 (stereo not drawn),-2,4,-2,3,-0.7,0,4,-4,-7,-7
Cc1c(NC(=O)c2ccccc2NS(=O)(=O)c2ccc(Br)cc2)c(=O)n(-c2ccccc2)n1C,-3,2,1,2,0.3,0,-8,-1,4,0
COc1ccc(-[n+]2c(C)cc(/C=C3\Sc4ccccc4N3C)cc2C)cc1,-2,-5,7,-24,0.0,1,-1,-4,0,1
Cc1ccc2c(c1)C(c1ccccc1)N(C(=O)c1ccc(Br)o1)CC(=O)N2 (stereo not drawn),8,14,6,-5,0.5,7,10,6,-14,2
C=CCNC(=O)CN1CCC(NC(=O)c2ccco2)CC1,0,7,4,0,0.3,1,7,-1,-6,0

# Overlap with the part before: two compounds, followed by the next part.
SMILES,LEDGF integ inh,ASAP1 GAP inh,ADAM10 inh,Tn7 DDE FP,proKLK7 act,ADAM17 inh,ARFGAP1 inhibitor,PLC-gamma1 inh,TDP2 absorb,DDE Tn6 FP inh
Cc1ccc2c(c1)C(c1ccccc1)N(C(=O)c1ccc(Br)o1)CC(=O)N2 (stereo not drawn),8,14,6,-5,0.5,7,10,6,-14,2
C=CCNC(=O)CN1CCC(NC(=O)c2ccco2)CC1,0,7,4,0,0.3,1,7,-1,-6,0
CCc1ccccc1NC(=O)CNC(=O)c1cc(C2CC2)nc2c1cnn2C(C)C,-3,9,-289,1,0.1,-76,9,-90,-4,3
Cc1ccccc1-c1nc2c(s1)CCc1onc(-c3ccc(Cl)cc3)c1-2,-1,14,-12,0,0.0,-2,-7,3,6,-8
Cc1ccc(NC(=O)CN(C)S(=O)(=O)c2cnc[nH]2)c(C)c1,5,-5,-5,7,-0.1,-8,-7,5,-13,-3
CCC[C@H]1[C@@H](OC(=O)NCCc2c[nH]c3ccccc23)CC[C@@]23CCCN2C(=O)CCC[C@@H]13,-4,.,1,1,.,1,.,0,1,6
CCOC(=O)c1cc(-c2csc(Nc3ccccc3Cl)n2)on1,2,8,10,6,-0.1,1,5,-1,-6,-10
CCCCCCNC(=O)c1c(O)c2cccc3c2n(c1=O)CCC3,4,-10,7,1,0.0,-1,-16,1,0,-8
CCN(Cc1ccccc1)S(=O)(=O)c1ccccc1Br,1,-10,-6,2,0.5,-2,-11,1,-5,6
Cc1ccc(SCc2nc(-c3ccncc3)no2)cc1,4,15,-4,6,-0.1,-8,-3,2,0,-5
c1ccc(SCc2nc3ccccc3[nH]2)nc1,2,-2,-2,-5,0.2,0,2,-1,-6,12
Cc1ccc(C(=O)Nc2cccc(NC(=O)CN3CCCCC3)c2)cc1,1,-4,-5,2,0.2,-2,7,1,2,0
CC12COC3(C(=O)NCCc4ccccc4)CC1CCC32C (stereo not drawn),3,-22,-1,10,-0.1,-1,-1,-2,-1,5
CCCOc1ccc(S(=O)(=O)n2cc(F)c(=O)[nH]c2=O)cc1,1,6,2,8,0.2,0,-12,0,4,-5
Cc1c(NC(=O)/C(C#N)=C/C2CC=CCC2)c(=O)n(-c2ccccc2)n1C (stereo not drawn),-3,-1,-2,12,-0.4,-4,-11,-4,-4,9
Cc1ccc(NS(=O)(=O)c2cc(C(=O)NCCSC3CCCCC3)ccc2C)cc1,-3,-19,21*,1,0.5,6,-5,-1,-5,9
O=C(COC(=O)c1cccc([N+](=O)[O-])c1)Nc1ncc(Br)s1,-2,6,-7,0,-0.5,-2,-5,-3,-2,-5
CCCSc1cc(NCCOC(C)=O)c([N+](=O)[O-])c2nonc12,-1,8,-6,-3,-0.3,-4,-7,-3,-1,3
COc1ccc(CCNC(=O)c2ccc3c(SCC(=O)O)c4c(nc3c2)CCCC4)cc1OC,-1,0,-9,3,0.1,-11,-11,-3,14,4
CCOc1cc(/C=N/NC(=O)c2cc(-c3cccc(OC)c3)nc3ccccc23)ccc1O,2,3,15,-1,-0.1,2,21,1,-8,-7
CN(C(=O)COC(=O)c1c[nH]c2ccccc12)c1ccccc1,4,-4,-2,2,-0.2,3,2,1,0,-11
COc1ccc(C2CC(c3ccccc3OC(C)=O)=NN2C(=O)/C=C/c2ccccc2)cc1OC (stereo not drawn),1,-4,13,1,-2.4,5,12,-27,-8,0
Nc1sc(-c2ccccc2)n[n+]1Cc1cccc2cccnc12,0,-1,1,-10,-0.2,-1,0,5,-7,-4
Oc1c(Br)cc(Br)cc1CNc1nccs1,-6,8,6,-3,0.2,3,-2,0,-4,-3
O=c1c2ccccc2cnn1Cc1cccc(Br)c1,0,0,-4,-2,-1.1,-1,10,1,0,-3
S=c1[nH]ncn1NCc1ccc(Cl)cc1Cl,-7,-7,5,10,0.2,-7,-5,2,-4,3
CCN1C(=O)[C@H]2[C@@H](c3ccc(OC)cc3)N[C@]3(CCCN(Cc4ccc(C(F)(F)F)cc4)C3=O)[C@H]2C1=O,0,-3,-2,-2,-0.2,-2,-9,0,-2,-3
CCn1c(SCC(N)=O)nnc1-c1ccc(OC)c(OC)c1,5,8,9,-7,0.1,6,3,13*,-17,-3
CCc1cc(-c2n[nH]c(C)c2-c2nc(C)cs2)c(O)cc1OC,-2,-1,7,8,-0.2,1,1,-3,-3,5
COC(=O)[C@]12C[C@H](CC(=O)NCc3ccccc3)C(=O)N(CCC3=CCCCC3)C1=C[C@H](C(C)C)O[C@@H]2C1CC1,-3,.,15,-5,0.6,6,.,5,-1,-5
CCOP(=O)(OCC)C(C)(C)NC(=O)c1cc([N+](=O)[O-])cc([N+](=O)[O-])c1,-2,-14,0,-4,-0.7,-5,12,-1,17,-1
O=C(c1cc2ccccc2oc1=O)N1CCN(S(=O)(=O)c2ccccc2)CC1,0,-6,-9,-4,-0.5,-9,-7,4,-2,6
Cc1c(Br)c([N+](=O)[O-])nn1CC(=O)N1CCc2ccccc2C1,-3,-8,-4,2,-0.7,4,17,-1,2,4
Cc1ccc(OCC(=O)N(Cc2cccc(Cl)c2)C2CCS(=O)(=O)C2)cc1C (stereo not drawn),-4,-9,3,-1,0.1,-2,11,0,-12,2
Cc1cc(C(=O)COc2cc(F)ccc2[N+](=O)[O-])c(C)n1CC1CCCO1 (stereo not drawn),3,-2,-4,-2,0.1,3,-2,0,6,9
CCN(CC(=O)NCc1ccc(Cl)cc1)C(=O)c1ccc(C#N)cc1,1,4,-1,-3,0.0,-4,14,0,7,1
COc1cc([N+](=O)[O-])ccc1NC(=O)CN1CCCC1,-2,15,-13,7,-0.1,-6,16,0,5,-9
CC1CCCN(CCCNC(=O)c2ccc3c(c2)N(Cc2ccccc2F)C(=O)c2ccccc2S3(=O)=O)C1 (stereo not drawn),3,-2,1,-6,0.1,1,-2,3,2,0
O=C(NCc1ccc2c(c1)OCO2)C1CC(=O)N(C2CCCC2)C1 (stereo not drawn),-1,-11,-3,8,0.8,-1,3,0,1,2
O=C(NC1CCCCC1)c1ccc(-c2ccccc2[N+](=O)[O-])o1,-1,10,7,-4,-0.6,-1,-1,-1,-3,-2
C#CCONC(=O)c1cc(OCC(F)(F)F)ccc1OCC(F)(F)F,-1,-3,-10,6,0.0,-2,3,2,2,-7
Cc1nn(Cc2nnc(SCC(=O)Nc3ccc(Cl)cc3)n2C)c(C)c1[N+](=O)[O-],6,2,6,-3,0.1,-2,14,0,-4,-3
Cc1[nH]c2ccccc2c1/C=N/NC(=O)C1CC1(c1ccccc1)c1ccccc1 (stereo not drawn),-5,23,18,-9,-1.8,6,16,-19,9,-15

# Grouped by structure, the compounds so far containing a thiophene ring, fused or not.
SMILES,LEDGF integ inh,ASAP1 GAP inh,ADAM10 inh,Tn7 DDE FP,proKLK7 act,ADAM17 inh,ARFGAP1 inhibitor,PLC-gamma1 inh,TDP2 absorb,DDE Tn6 FP inh
O=S(=O)(c1cccs1)N1CCCc2ccccc21,2,0,8,1,-0.3,1,-1,4,0,7
Cc1nn(-c2ccccc2)c2sc(C(=O)n3cccn3)cc12,0,1,-12,4,-1.7,-5,5,-24,1,-2
